Screening data (PubChem BioAssay)
ARNT-TACC3 inh = disruptors of ARNT/TACC3 protein interaction, primary screen, biochemical, AlphaScreen, single concentration. AID 623870, 2012. 390,000 tested, 0.66% active. inhibition, % at 9.99 µM. Transforming acidic coiled-coil-containing protein 3 (Homo sapiens), Q9Y6A5. AlphaScreen His-ARNT PAS-B/GST-TACC3 binding, luminescence; TACC3 fragment carries E629A point mutation;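 active means mean inhibition of replicates at least 50% and at least half of replicates each reaching 50%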;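 further: 0% = complete ARNT plus TACC3 wells and 100% = ARNT alone without TACC3; many hits fall short of the cut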
PglD inh = C. jejuni PglD acetyltransferase inhibitors, primary screen, biochemical, DTNB colorimetric, single point; UDP-N-acetylbacillosamine N-acetyltransferase PglD (Campylobacter jejuni); purified PglD enzyme, DTNB colorimetric CoA detection; inhibition, % at 12.5 µM; 360,000 tested, 0.098% active; in the data active means inhibition above about 16%, passing the limit was not always enough; further: strong numbers were not always called active
ERp5 inh = inhibitors of ERp5-driven insulin aggregation, primary screen, biochemical, turbidity, absorbance 650 nm, single point. Protein disulfide-isomerase A6 (Homo sapiens), Q15084. 90 min. inhibition, % at 9.99 µM. 350,000 tested, 0.05% active. AID 651711, 2012;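 active means mean replicate inhibition above about 25%, with every replicate also reaching it, limit read from the data, passing the limit was not always enough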
esBAF inh = Bmi1 luciferase reporter increase in mESCs, primary screen, esBAF inhibitor project, mouse ES cells, Bmi1 luciferase knock-in, single point. 350,000 tested, 2% active. reporter increase, % at 12.5 µM. 24 h; 100% = twice the neutral-well signal; in the data active means activation above about 40%;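 further: 0% = median of the plate's neutral control wells and 100% = double that signal; a rise in the Bmi1 reporter signal indicates esBAF inhibition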
CASP6 VEID inh = human caspase-6 inhibitors, primary screen, biochemical, VEID-R110 fluorescence, single point, set 2 | purified caspase-6, Z-VEID-R110 cleavage fluorescence | inhibition, % at 12.5 µM | 350,000 tested, 0.53% active | AID 686996, 2013;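 active means mean inhibition across replicates at least about 35%, with every replicate also reaching that limit, limit read from the data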;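 further: 0% = median of neutral control wells and 100% = no fluorescence left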
Target sequence (P55212 24-179 limits assumed): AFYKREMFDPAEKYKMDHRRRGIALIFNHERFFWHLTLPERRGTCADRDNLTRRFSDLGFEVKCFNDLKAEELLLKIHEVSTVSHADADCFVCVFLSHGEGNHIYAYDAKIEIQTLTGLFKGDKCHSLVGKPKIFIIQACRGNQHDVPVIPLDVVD
Target sequence (P55212 194-293 limits assumed): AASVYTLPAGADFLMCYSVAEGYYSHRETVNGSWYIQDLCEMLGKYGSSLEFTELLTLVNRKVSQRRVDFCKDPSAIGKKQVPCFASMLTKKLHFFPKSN
RAD52 inh = RAD52 DNA annealing inhibitors, primary screen, biochemical, FRET, single point, set 2; DNA repair protein RAD52 homolog (Homo sapiens), P43351; recombinant RAD52 DNA annealing, FRET fluorescence; inhibition, % at 18.7 µM; 360,000 tested, 0.46% active; AID 651710, 2012;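 active means every replicate showing at least 50% inhibition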
Target sequence (P43351 whole entry, looked up): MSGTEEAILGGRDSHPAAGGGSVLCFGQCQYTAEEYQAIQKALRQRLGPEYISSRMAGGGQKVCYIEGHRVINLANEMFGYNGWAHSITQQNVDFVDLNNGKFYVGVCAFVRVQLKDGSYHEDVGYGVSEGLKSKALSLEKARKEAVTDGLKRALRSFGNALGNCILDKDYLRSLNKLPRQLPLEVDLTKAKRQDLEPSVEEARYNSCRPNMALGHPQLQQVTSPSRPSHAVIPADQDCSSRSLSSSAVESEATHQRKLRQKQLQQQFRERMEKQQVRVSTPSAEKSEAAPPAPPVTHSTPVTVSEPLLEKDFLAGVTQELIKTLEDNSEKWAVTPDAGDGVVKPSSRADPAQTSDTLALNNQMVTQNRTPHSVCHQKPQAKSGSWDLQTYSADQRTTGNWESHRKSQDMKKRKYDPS
E-sel inducer = E-selectin induction in HUVECs, primary screen, imaging, HUVEC, immunofluorescence imaging, single point. AID 686992, 2013. 260,000 tested, 0.37% active. activation, % at 7.58 µM. P16581. normalized: neutral wells 0, TNF-alpha wells 100;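 active means mean E-selectin-positive cell signal at least 10% of the positive control, reached in at least 60% of replicates, without over 20% cell loss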;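 further: in these data hits start at about 27%; measured in HUVEC primary endothelial cells; signal is the percent of cells scored E-selectin positive by PE staining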
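Test system: HUVEC | Signal: Immunofluorescence imaging | Read-out: Percent E-selectin-positive cells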
RAD54 inh = inhibitors of human RAD54 branch migration, primary screen, biochemical, fluorescence, single point; DNA repair and recombination protein RAD54-like (Homo sapiens), Q92698; RAD54 Holliday junction branch migration, FAM/BHQ fluorescence; inhibition, % at 10.4 µM; 360,000 tested, 0.14% active;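 active means mean normalized replicate activity at least 40 and at least half of replicates scoring 40 or more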;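 further: 0% = median of neutral control wells and 100% = median of positive control wells; inhibitors cause a drop in the FAM fluorescence signal; in these data hits start at about 50%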
Starred values were filed as active, the others as inactive; nt = not tested or not shown; & = joins results of further samples.

Screens in order: ARNT-TACC3 inh	PglD inh	ERp5 inh	esBAF inh	CASP6 VEID inh	RAD52 inh	E-sel inducer	RAD54 inh
> OCCNc1ncnc2c1ncn2[C@H]1CN(C2CCCC2)C[C@@H](CO)O1
→ nt	-8	-6	-2	17	-43	0.0	7
> O=C(c1ccc(COc2ccccc2Br)o1)N1N=C(C(F)F)CC1(O)C(F)F (stereo unspecified)
→ -7	-1	nt	-1	nt	nt	nt	-8
> Cc1ccc(Cn2c(SCC(=O)N3CC(=O)Nc4ccccc43)nc3ccccc3c2=O)cc1
→ 0	nt	10	nt	-1	-13	nt	nt
> CCCCN(C(=O)CSc1nc(CCC)cc(=O)[nH]1)c1c(N)n(Cc2ccccc2)c(=O)[nH]c1=O
→ 0	4	2	0	-3	-13	0.9	6
> CCOC1(OCC)N=C(N)C2(C#N)C(c3cccc(C)c3)C12C#N (stereo unspecified)
→ 1	-1	nt	10	nt	nt	nt	-7
> CNC[C@H]1Oc2cc(-c3ccccc3F)ccc2S(=O)(=O)N([C@@H](C)CO)C[C@H]1C
→ 9	-1	-4	-1	-3	-4	2.4	-2
> COc1ccc(CCN=C(C)C2=C(O)C(c3ccccc3)OC2=O)cc1OC (stereo unspecified)
→ -7	nt	2	nt	1	-11	nt	nt
> Cc1cc(C)cc(C(=O)N2CCC(CCC(=O)NC3CC3)CC2)c1
→ -4	2	-5	nt	-5	-13	-0.5	0
> Cc1noc(C)c1S(=O)(=O)Nc1ccc2c(c1)CC(=O)N([C@@H](C)CO)C[C@H](C)[C@H](CN(C)S(=O)(=O)c1c(C)noc1C)O2
→ 13	2	8	-4	-2	11	0.1	4
> C[C@@H]1CCCCO[C@H](CN(C)C(=O)c2ccncc2)[C@H](C)CN([C@@H](C)CO)C(=O)c2cc(NC(=O)C3CCCCC3)ccc2O1
→ -9	-5	0	2	0	-3	0.1	0
> CCN(c1ccccc1)S(=O)(=O)c1ccc(C(=O)N(C)Cc2cccs2)cc1
→ nt	2	3	-6	0	-39	nt	1
> CN1CCOCCOCCOCCN(C)C1=S
→ -15	nt	-1	nt	0	-9	1.5	nt
> O=C(CCN1C(=O)S/C(=C\c2ccccc2)C1=O)NC1CCS(=O)(=O)C1 (stereo unspecified)
→ 2	-3	2	26	2	-6	nt	-17
> Cc1cccc(N2CC(C(=O)O)CC2=O)c1 (stereo unspecified)
→ -1	2	nt	6	nt	nt	nt	4
> CC(c1ccccc1)C1C(C#N)=C(N)SC(N)=C1C#N (stereo unspecified)
→ 7	4	nt	-11	nt	nt	nt	-6
> COC(=O)NC(NC(=S)Nc1ccccc1OC)C(Cl)(Cl)Cl (stereo unspecified)
→ -6	2	0	nt	-2	-16	nt	-2
> O=C(Nc1ccc(F)cc1)N1CC(=O)N2[C@@H](CO)[C@@H](c3ccc(C#Cc4ccc(F)cc4)cc3)[C@@H]2C1
→ nt	nt	-2	nt	1	-11	1.9	nt
> N#Cc1ccc(-c2ccc([C@@H]3[C@@H](CO)N4C(=O)CN(C(=O)C5CC5)C[C@@H]34)cc2)cc1
→ nt	nt	10	nt	-1	12	-0.3	nt
> CN(C)S(=O)(=O)c1cccc(-c2nnc(SCCNCCO)n2-c2ccc(F)cc2)c1
→ -3	-4	-9	-3	-133	7	nt	-4
> CC(C)(C)Nc1cccccc1=O
→ -1	-3	nt	0	nt	nt	nt	-10
> COc1ccc(S(=O)(=O)N2CCC(O)(c3ccc(Cl)cc3)CC2)cc1OC
→ 23	nt	1	-5	-1	-4	0.9	nt
> CCOc1ccccc1NC(=O)NCc1ccccn1
→ 1	-4	5	7	-2	-9	-0.1	-10
> CC(=O)Nc1cc(-c2ccc(C(=O)N3CCOCC3)cc2)cn2c(-c3ccc(S(C)(=O)=O)cc3)cnc12
→ nt	4	3	-5	11	-8	0.2	4
> O=C(Nc1nnc([C@@H]2C[C@H](O)[C@@H](CO)O2)s1)c1cccc(Cl)c1
→ nt	2	2	21	-2	-14	-0.6	-8
> COc1cc(/C=N/NC(=O)c2cc(-c3cccs3)nc3ccccc23)ccc1O
→ nt	1	-3	nt	0	-2	-0.4	9
> Cc1ccc2nc(-c3ccc(NC(=O)CSCC(=O)O)cc3)sc2c1
→ 7	1	2	26	1	-57	nt	-8
> C[C@H](NC(=O)C[C@H]1CC[C@@H]2[C@H](COC[C@H](O)CN2C(=O)Nc2cccc(Cl)c2)O1)c1ccccc1
→ 27	2	-3	4	5	3	0.1	-1
> Cc1cc(SCc2ccc(Cl)c(Cl)c2)nc(=O)[nH]1
→ -9	-3	2	17	3	-48	nt	-13
> Cc1cccc(CC(=O)NC2CCN(C)CC2)c1
→ 1	-1	-2	4	1	-15	nt	8
> Cc1noc(C)c1NC(=O)Nc1ccc2c(c1)CC(=O)N([C@@H](C)CO)C[C@H](C)[C@H](CN(C)C(=O)Nc1ccc3c(c1)OCO3)O2
→ 0	2	-4	4	-4	6	0.0	2
> C[C@@H]1CN([C@H](C)CO)C(=O)c2cccc(NC(=O)Nc3cccc4ccccc34)c2O[C@@H]1CN(C)S(=O)(=O)c1ccc(Cl)cc1
→ nt	nt	4	nt	-1	0	-0.1	nt
> CC(C)CC(OC(=O)c1cccs1)C(=O)NCc1ccco1 (stereo unspecified)
→ 0	-4	nt	1	nt	nt	nt	-3
> CC(C)CN(CCCNC(=O)CN1N=C(c2ccc(Cl)cc2)CCC1=O)CC(C)C
→ -3	8	2	0	-5	-2	nt	-16
> NNC(=O)C=C1CCN(c2ncc(C(F)(F)F)cc2Cl)CC1
→ 20	2	nt	2	nt	nt	nt	-4
> COc1ccc(CNC(=O)COC(=O)CN2C(=O)C3CCCCC3C2=O)cc1 (stereo unspecified)
→ nt	-2	0	-6	3	-5	-0.1	3
> Nn1c(-c2cccc(Br)c2)n[nH]c1=S
→ -2	6	nt	-10	nt	nt	nt	8
> N/C(=N\OC(=O)CCCc1ccccc1)c1ccccc1Cl
→ -11	3	-3	nt	1	-15	nt	-9
> CCN(C(=O)COc1ccccc1)c1nnc(-c2cccnc2)s1
→ 6	-1	nt	13	nt	nt	-1.7	-3
> CO[C@H]1CN(C)C(=O)c2cc(NC(C)=O)ccc2OC[C@H](C)N(C(=O)CC2CC2)C[C@H]1C
→ -11	1	2	-4	2	-9	-0.3	-13
> CCn1c(=O)cc(SCC(=O)NCCCN2CCC(C)CC2)c2ccccc21
→ 2	nt	1	nt	-2	-15	nt	nt
> Cc1cc(C)cc(OCC(=O)Nc2ccc(F)cc2)c1
→ -30	2	nt	8	nt	nt	nt	9
> CCCCOC(=O)c1ccc(NC(=S)NC(=O)c2c(Cl)cnn2CC)cc1
→ -1	-2	nt	9	nt	nt	nt	0
> Cc1ccc(S(=O)(=O)Nc2ccc3c(c2)C(=O)N([C@@H](C)CO)C[C@@H](C)[C@H](CN(C)S(=O)(=O)c2ccc(C)cc2)OCCCC[C@H](C)O3)cc1
→ -13	1	4	6	-1	-29	22	-4
> N#CC(C#N)=Cc1c[nH]c(=O)c(C#N)c1Nc1ccccc1
→ nt	-2	5	nt	-2	-89	-0.1	-26
> CC(=O)N1CCCC(N2CCN(c3cccc(C(F)(F)F)c3)CC2)C1 (stereo unspecified)
→ -3	-11	-4	-1	0	-4	0.6	-1
> CCOC(=O)c1nnn(-c2nc(OC)nc(N(C)C)n2)c1-c1ccccc1
→ 1	-1	nt	2	nt	nt	nt	3
> Cn1c2ccccc2c2ncn(CCC3=CCCCC3)c(=O)c21
→ 4	9	0	74*	-3	6	nt	2
> C[C@H](CO)N1C[C@H](C)[C@H](CN(C)C(=O)c2ccccc2)Oc2cc(Br)ccc2S1(=O)=O
→ -9	1&1	-4&2	-4&-1	-2&-2	-9&-4	-2.6&0.1	0&8
> COc1ccc2c3c([nH]c2c1)[C@H](CO)N(Cc1cccnc1)CC31CN(C(=O)CN(C)C)C1
→ nt	nt	1	nt	-10	-14	0.4	nt
> C[C@@H]1CN([C@H](C)CO)C(=O)Cc2cc(NC(=O)Nc3ccc(F)cc3)ccc2O[C@@H]1CN(C)S(C)(=O)=O
→ -9	0	-4	-2	-1	9	0.1	9
> COCCNC(=O)C[C@@H]1C=C[C@H](NS(=O)(=O)c2ccc(C)cc2)[C@H](CO)O1
→ -5	6	-3	-2	3	-3	-0.3	-1
> CCOc1ccc(NC(=O)CSc2nnc(C3CC3)n2N)cc1
→ -10	nt	2	-4	1	4	nt	nt
> O=C(c1ccc(F)cc1)N1CC(=O)N2[C@H](CO)[C@H](c3ccc(/C=C/c4ccccc4)cc3)[C@@H]2C1
→ nt	nt	1	nt	-4	-6	0.0	nt
> COc1ccc(C2CC(=O)c3c(ccc4ccccc34)N2)cc1OC (stereo unspecified)
→ -6	2	nt	-2	nt	nt	nt	2
> O=C(Nc1ccc(Br)cc1)c1cc([N+](=O)[O-])cc([N+](=O)[O-])c1
→ 35	7	-1	2	0	-3	nt	-3
> O=C(NCCc1ccccc1)c1nnc(CS(=O)(=O)c2ccccc2)o1
→ -3	-4	1	-2	-2	-8	-0.1	7
> Cc1cc(C(=O)N/N=C/c2ccco2)n[nH]1
→ 0	nt	2	nt	-1	4	nt	nt
> CO[C@@H]1CN(C)C(=O)c2cc(NC(=O)C3CCCC3)ccc2OC[C@H](C)N(C)C[C@H]1C
→ -7	5	-1	-4	1	3	0.0	12
> CCC(=O)N1C[C@@H](O)COC[C@H]2O[C@@H](CC(=O)NCc3ccc(Oc4ccccc4)cc3)CC[C@@H]21
→ -1	3	-3	-1	-1	-10	0.4	7
> CC1(NC(=O)/C=C/c2nc3ccccc3s2)CCS(=O)(=O)C1 (stereo unspecified)
→ 3	-4	2	5	-6	-32	1.0	1

Next section.
Screens in order: ARNT-TACC3 inh	PglD inh	ERp5 inh	esBAF inh	CASP6 VEID inh	RAD52 inh	E-sel inducer	RAD54 inh
> CCOc1ccc(N(C)S(=O)(=O)c2cnc[nH]2)cc1
→ 4	1	6	1	-3	-12	1.4	-13
> COc1ccc(NC(=O)N(C)C[C@H]2Oc3ccc(NS(C)(=O)=O)cc3C(=O)N([C@@H](C)CO)C[C@@H]2C)cc1
→ -7	0	-3	-5	-1	4	0.1	4
> C=CCNC(=S)Nc1ccc(N(C)C)cc1
→ 12	nt	-4	nt	3	-3	-0.3	nt
> COc1ccc(C(C(=O)NC(C)(C)C)N(C(=O)CCC(=O)Nc2cc(C)on2)c2cccc(C)c2C)cc1 (stereo unspecified)
→ -8	1	2	-6	0	-6	-0.1	-12
> COc1ccc(-c2nnc(N(C)C(=O)c3cccnc3)s2)cc1
→ 2	0	nt	36	nt	nt	nt	5
> COc1ccccc1S(=O)(=O)N[C@@H]1CC[C@@H](CC(=O)N2CCOCC2)O[C@@H]1CO
→ nt	2	-1	-4	0	1	-0.5	0
> COC(=O)C(C)Sc1nc2c(c(=O)n(C)c(=O)n2C)n1CCC(C)C (stereo unspecified)
→ 0	nt	-1	nt	-2	0	nt	nt
> CC(C)Cn1c(SCC(=O)N2CCN(C(=O)c3ccco3)CC2)nc2ccccc2c1=O
→ -1	nt	5	nt	-2	-8	-1.3	nt
> COc1ccc(S(=O)(=O)Nc2ccc3c(c2)CC(=O)N([C@@H](C)CO)C[C@@H](C)[C@H](CN(C)C(=O)Nc2ccccc2)O3)cc1
→ 5	3	-2	-2	1	-7	-0.1	4
> C=C1c2ccccc2NC(=O)N1c1ccc(OC)cc1
→ nt	nt	3	nt	5	-2	0.2	nt
> c1ccc(NN(Cc2cnccn2)c2ccccc2)cc1
→ nt	0	6	-9	-5	1	-0.4	4
